CHRM5 antagonist = CHRM5 antagonism in calcium assay; CHO-hM5 cells, Fluo-8 calcium fluorescence, ACh EC80; inhibition, % at 3 µM; 360,000 compounds, 0.59% hits;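 active = inhibition above a per-plate cutoff, the mean of that plate's test compounds plus 3 SD, cut at about 27% in these data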;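 note: 0% = acetylcholine EC80 with DMSO and 100% = DMSO without agonist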
Target sequence (P08912 whole entry, looked up): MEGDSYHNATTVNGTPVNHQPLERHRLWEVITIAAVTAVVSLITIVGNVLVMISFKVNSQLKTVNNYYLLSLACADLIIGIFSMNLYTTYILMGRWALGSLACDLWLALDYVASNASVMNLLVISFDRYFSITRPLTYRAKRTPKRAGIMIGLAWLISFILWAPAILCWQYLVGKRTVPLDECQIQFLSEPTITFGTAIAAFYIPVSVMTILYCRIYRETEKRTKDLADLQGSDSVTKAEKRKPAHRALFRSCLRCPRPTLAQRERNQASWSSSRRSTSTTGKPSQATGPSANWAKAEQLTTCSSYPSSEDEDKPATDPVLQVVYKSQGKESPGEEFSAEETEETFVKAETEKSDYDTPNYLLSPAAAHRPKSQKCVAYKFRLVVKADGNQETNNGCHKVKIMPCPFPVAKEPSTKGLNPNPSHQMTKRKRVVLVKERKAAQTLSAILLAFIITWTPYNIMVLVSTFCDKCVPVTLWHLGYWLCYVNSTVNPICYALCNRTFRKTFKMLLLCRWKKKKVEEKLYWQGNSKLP
CRFR2-BP ag = agonists of human CRF-binding protein/CRF-R2 receptor complex; activation, % at 13.2 µM; 350,000 compounds, 0.46% hits; HEK293 CRF-R2/CRF-BP, calcium dye fluorescence (FLIPR); percent of saturating CRF peptide response;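 active = activation of at least 50%, plus an integration ratio under a set limit after plate pattern correction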;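 note: plate controls were neutral control wells without compound for no effect and CRF at EC100 for full effect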
CHRM5 agonist = CHRM5 agonism in calcium assay. activation, % at 3 µM. CHO-K1 hM5 cells, Fluo-8 calcium fluorescence; 0% DMSO wells, 100% maximal acetylcholine response. AID 624037. 360,000 compounds, 0.19% hits. P08912;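 active = activation above the run's mean over test compounds plus 3 SD, cut at about 23% in these data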;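 note: signal is peak over basal fluorescence ratio across the kinetic read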
M4 antag = blocks acetylcholine activation of human M4 receptor; P08173; CHO-hM4 cells, ACh EC80, Fluo-8 calcium fluorescence; inhibition, % at 3 µM; 360,000 compounds, 0.73% hits;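 active = inhibition above its plate's cutoff, the mean inhibition of sample wells plus 3 SD, cut at about 27% in these data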;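 note: 0% = acetylcholine EC80 with DMSO and 100% = DMSO without agonist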
M1 antag = blocks human M1 muscarinic receptor | P11229 | CHO-K1 hM1, Fluo-8 calcium fluorescence, ACh EC80 antagonist | inhibition, % at 3 µM | 360,000 compounds, 1.3% hits | AID 588852;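 active = percent inhibition above its own plate's cutoff, namely the mean of that plate's compound wells plus 3 SD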;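 note: peak over basal fluorescence ratio during 140 s after agonist addition; 0% = ACh EC80 plus DMSO and 100% = DMSO alone without agonist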
Target sequence (P11229 whole entry, looked up): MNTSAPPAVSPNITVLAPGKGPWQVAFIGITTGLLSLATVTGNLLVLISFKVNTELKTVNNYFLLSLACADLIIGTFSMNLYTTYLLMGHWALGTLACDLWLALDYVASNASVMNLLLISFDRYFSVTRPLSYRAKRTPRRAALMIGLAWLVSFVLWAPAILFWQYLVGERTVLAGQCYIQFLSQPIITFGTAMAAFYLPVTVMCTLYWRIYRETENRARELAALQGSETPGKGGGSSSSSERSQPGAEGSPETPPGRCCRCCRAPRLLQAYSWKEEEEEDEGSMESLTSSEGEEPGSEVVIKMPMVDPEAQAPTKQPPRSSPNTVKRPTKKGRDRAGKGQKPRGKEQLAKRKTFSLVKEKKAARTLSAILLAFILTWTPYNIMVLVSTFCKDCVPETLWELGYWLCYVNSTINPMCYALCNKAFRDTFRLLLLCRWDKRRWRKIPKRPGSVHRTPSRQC
CHRM5 PAM = CHRM5 positive allosteric modulation. CHO-K1 hM5, Fluo-8 calcium, ACh EC20 PAM; 0% = ACh EC20, 100% = ACh EC100. activation, % at 3 µM. 360,000 compounds, 0.3% hits;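 active = activation above the run cutoff, the mean activation of all test compounds plus 3 SD, cut at about 18% in these data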
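Probe or stimulus: acetylcholine, EC20 level; Assay system: human M5 receptor in CHO-K1 cells; Schedule: compound preincubation 140 s before EC20 acetylcholine addition; Technique: intracellular calcium via Fluo-8 fluorescence; Dosing: single-point, 3 µM nominal; Read-out basis: percent activation from peak-over-basal fluorescence ratio, scaled EC20-to-EC100 acetylcholine; Repeats: one well per compound, no replicates.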
M4 PAM = positive allosteric modulators of human muscarinic M4 receptor | P08173 | CHO-K1 hM4/Gqi5, Fluo-8 calcium fluorescence, ACh EC20; 0% = ACh EC20, 100% = maximal ACh | activation, % at 3 µM | 360,000 compounds, 0.4% hits | AID 624126;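 active = activation above its plate's cutoff, the mean activation of sample wells plus 3 SD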; note: some results filed as inactive read as strong as hits
CHRM4 agonist = CHRM4 agonism in calcium assay; P08173; CHO-K1 hM4/Gqi5, Fluo-8 calcium fluorescence; vehicle 0%, full acetylcholine response 100%; activation, % at 3 µM; 360,000 compounds, 0.14% hits; AID 624127;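 active = activation above the run mean over all test wells plus 3 SD, cut at about 32% in these data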;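 note: peak over basal fluorescence ratio per well then scaled between controls; 0% = DMSO wells and 100% = acetylcholine at EC100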
CHRM1 PAM = positive allosteric modulators of human M1 muscarinic receptor; CHO-K1 hM1, Fluo-8 calcium fluorescence, ACh EC20; 0% = ACh EC20, 100% = maximal ACh; activation, % at 3 µM; P11229; 360,000 compounds, 0.088% hits; in the data active = activation above about 19%, passing the limit was not always enough
* marks the source's active call; other numbers are inactive results; / = not tested or not shown.

No. | smiles | CHRM5 antagonist | CRFR2-BP ag | CHRM5 agonist | M4 antag | M1 antag | CHRM5 PAM | M4 PAM | CHRM4 agonist | CHRM1 PAM
1 | COC(=O)CCSc1cc([N+](=O)[O-])cc2c1c(C1OCCS1)nn2-c1ccccc1 (stereo not drawn) | 3 | 14 | -2 | -2 | 5 | -3 | -6 | 0 | -1
2 | Cc1cc2c(cc1S(=O)(=O)N(C)c1ccccc1)NC(=O)CO2 | 4 | -0.4 | 0 | 4 | 0 | -3 | -5 | 5 | 8
3 | CNC(=O)N(C1=NCC(C)S1)c1ccc(F)cc1F (stereo not drawn) | -2 | -2.3 | -3 | 8 | -10 | 2 | 0 | -1 | 10
4 | COc1ccc(N(C(=O)CCl)C(C(=O)NC2CCCCC2)c2cccnc2)cc1 (stereo not drawn) | 9 | 1.6 | 2 | 2 | -2 | -12 | -1 | 0 | 0
5 | NC(=O)COC(=O)c1cccnc1Nc1ccccc1F | 15 | -0.7 | 2 | 7 | -11 | 0 | -1 | 2 | 9
6 | CC(=O)c1cccc(NC(=O)C(C)OC(=O)CCc2nc3ccccc3c(=O)[nH]2)c1 (stereo not drawn) | 14 | -1.8 | 0 | -8 | -16 | -5 | 5 | 5 | 11
7 | CCOC(=O)C1=CC[C@@H](c2ccncc2)N(S(=O)(=O)c2ccc(C)cc2)C1 | 6 | / | -1 | 5 | 25 | -5 | -3 | -3 | -8
8 | C=CCn1c(C)cc(C2=NNC(=Nc3ccc(C)cc3)SC2)c1C | -5 | -2.4 | 2 | -2 | 7 | 1 | 7 | 2 | 5
9 | CCC(CC)NC(=O)Cc1ccc(F)cc1 | 10 | 0.3 | -1 | 2 | 7 | -2 | -9 | 1 | 0
10 | Nc1ccc(CC(N)c2csc(Nc3nncc4ccccc34)n2)cc1 (stereo not drawn) | 8 | / | 2 | 9 | 1 | -1 | -3 | 2 | 1
11 | O=C(CN1CCN(c2ccccn2)CC1)Nc1ccc2ccccc2c1 | -1 | 2.1 | -5 | -3 | -9 | 0 | -1 | 2 | 10
12 | CC(C)[C@H](NC(=O)N1CC(=O)Nc2ccccc21)C(=O)N1CCC[C@H]1C(=O)O | 7 | -0.1 | 1 | 0 | -6 | -7 | -5 | 0 | 0
13 | CCc1nnc(NC(=O)C2(C)COC(c3ccccc3)OC2)s1 (stereo not drawn) | 1 | 3.9 | 3 | -9 | 9 | 2 | 6 | 1 | -1
14 | C/C(=N\NC(=O)c1c(Cl)c(C)nn1C)c1ccc(NC(=O)C2CCC2)cc1 | -5 | -0.5 | 2 | 8 | -4 | -2 | -4 | 1 | 2
15 | CCNC(=O)C1(C)CCCN(Cc2ccc(Oc3ccccc3)cc2)C1 (stereo not drawn) | 7 | / | -3 | 14 | 32 | -8 | -9 | 0 | -25
16 | O=C(NC12CC3CC(CC(C3)C1)C2)c1cccnc1Cl | 6 | 3.9 | -1 | -8 | -4 | -10 | 0 | 1 | 4
17 | CC1CCN(S(=O)(=O)c2ccc(NC(=O)CN3C(=O)NC(C)(c4ccccc4)C3=O)cc2)CC1 (stereo not drawn) | 2 | 0.3 | 1 | 1 | -3 | 3 | 2 | 2 | 5
18 | CN(C)c1ccc(N/C(=N\S(=O)(=O)c2cccs2)c2ccccc2)cc1 | -3 | 1.5 | -3 | -2 | 1 | 0 | -4 | 2 | -4
19 | O=C(c1cccs1)N1CCN(c2ccccc2)CC1 | -1 | -2.4 | 1 | -9 | -7 | 3 | 6 | 2 | 9
20 | Nc1nc(N)nc(C2C=CCCC2)n1 (stereo not drawn) | -7 | 3.5 | 1 | -14 | -1 | 12 | 8 | 1 | 15
21 | CCC(NC(=O)c1cc(COc2ccc(C)nc2)on1)c1ccc(C)cc1 (stereo not drawn) | -20 | 33 | 20 | -7 | 7 | 2 | -4 | 14 | 2
22 | O=C1NCCN1C(=O)c1cccc(Cl)c1 | 4 | 0.2 | -6 | 6 | -4 | -1 | -4 | 1 | 6
23 | Cc1cc(C)c(C(=O)c2ccc(C(=O)NC(C)(C)C)cc2)c(C)c1 | -1 | -2.7 | -4 | 6 | 0 | 1 | -3 | -3 | 1
24 | Cc1cc(C)c(OCC(=O)OCC(=O)NCc2ccco2)c(C)c1 | -9 | -2.1 | -3 | -21 | -13 | 1 | 2 | 2 | 12
25 | N=C1c2ccccc2CN1NC(=O)c1cccc(S(=O)(=O)N2CCCCC2)c1 | -8 | 0.7 | -2 | -14 | -11 | 8 | 7 | 1 | 8
26 | O=C(O)c1nsc(Cl)c1Cl | -11 | 0.7 | 1 | 5 | -15 | 8 | 2 | 0 | 5
27 | COc1cccc(NC(=O)CCN2C(=O)c3ccc([N+](=O)[O-])cc3C2=O)c1 | 13 | -2.9 | -3 | -16 | -5 | -4 | 9 | 1 | 3
28 | NS(=O)(=O)c1cccc(NC(=O)Cn2nc(C(=O)O)c3ccccc3c2=O)c1 | 12 | 0.1 | 0 | 3 | -10 | 0 | -3 | 0 | 7
29 | CCOc1cc(CNCCCN2CCOCC2)cc(Cl)c1OCC(=O)NC(C)(C)C | -1 | -0.2 | -3 | -3 | 6 | -1 | 0 | 0 | -3
30 | COc1ccc2[nH]c(CN3CCN(CC(C)C)C(CCO)C3)c(C)c2c1 (stereo not drawn) | -3 | 1.1 | -6 | -15 | -7 | 4 | 3 | 1 | 3

Taken from above.
CRFR2-BP ag, #21 → 33
CHRM5 antagonist, #20 → -7
CHRM4 agonist, #16 → 1
CHRM1 PAM, #18 → -4

Complete entries as entered above. Order of values: CHRM5 antagonist, CRFR2-BP ag, CHRM5 agonist, M4 antag, M1 antag, CHRM5 PAM, M4 PAM, CHRM4 agonist, CHRM1 PAM
`NS(=O)(=O)c1cccc(NC(=O)Cn2nc(C(=O)O)c3ccccc3c2=O)c1` across the screens: 12, 0.1, 0, 3, -10, 0, -3, 0, 7
`O=C1NCCN1C(=O)c1cccc(Cl)c1` across the screens: 4, 0.2, -6, 6, -4, -1, -4, 1, 6
`CCOc1cc(CNCCCN2CCOCC2)cc(Cl)c1OCC(=O)NC(C)(C)C` across the screens: -1, -0.2, -3, -3, 6, -1, 0, 0, -3
`O=C(c1cccs1)N1CCN(c2ccccc2)CC1` across the screens: -1, -2.4, 1, -9, -7, 3, 6, 2, 9
`CC1CCN(S(=O)(=O)c2ccc(NC(=O)CN3C(=O)NC(C)(c4ccccc4)C3=O)cc2)CC1` (stereo not drawn) across the screens: 2, 0.3, 1, 1, -3, 3, 2, 2, 5

Going on with the list:
No. | smiles | CHRM5 antagonist | CRFR2-BP ag | CHRM5 agonist | M4 antag | M1 antag | CHRM5 PAM | M4 PAM | CHRM4 agonist | CHRM1 PAM
31 | Cc1c(C#N)c2ccccc2n1CC(=O)NC(C)c1ccccc1 (stereo not drawn) | 1 | -0.4 | 0 | 3 | -3 | -3 | -2 | 1 | 2
32 | Cc1cc(C)n(CCC(=O)N2CCCC(N3CCN(c4cccc(Cl)c4)CC3)C2)n1 (stereo not drawn) | -7 | 0.6 | -2 | -19 | -5 | 0 | 3 | 5 | 3
33 | O=C(Nc1ccc(Nc2ccccc2)cc1)c1ccc(Cl)c([N+](=O)[O-])c1 | 11 | -0.8 | 1 | 10 | 32* | -23 | -14 | 11 | -16
34 | CC1=CC(=O)C=C(C)C1=NOC(=O)/C=C\c1ccccc1 | -2 | -1.3 | 3 | -1 | 2 | 10 | 3 | 2 | 5
35 | CCn1c(SCC(=O)Nc2nc(C)c(C)s2)nnc1-c1cccs1 | 3 | -0.2 | -1 | -1 | 17 | -11 | 4 | 3 | -5
36 | Nc1ccc2c(c1Br)Cc1ccccc1-2 | 7 | -4.3 | -12 | -10 | -7 | -4 | 9 | 1 | 1
37 | CN1CCN(c2nc3c(c(=O)n(C)c(=O)n3C)n2Cc2ccccc2)CC1 | 7 | 0.1 | -8 | 8 | -10 | 8 | -4 | 0 | 9
38 | CCOc1ccc(N(CC(=O)NCCc2ccc(F)cc2)S(=O)(=O)c2ccccc2)cc1 | 3 | 11 | -4 | 4 | 2 | -6 | -6 | 4 | -2
39 | Cc1nn(-c2ccc(Cl)cc2Cl)c(C)c1C(=O)O | 0 | -2.4 | 0 | 4 | -14 | 8 | 1 | 0 | 17
40 | COC(=O)c1cn(C(=O)c2cccc(C)c2)c2ccccc12 | 9 | -1.4 | -2 | -10 | -7 | 1 | 10 | 0 | 9
41 | O=C(CC1C(=O)N(c2ccccc2)C(=O)N1C1CCCCC1)Nc1ccccc1 (stereo not drawn) | 1 | 0.3 | 2 | 4 | -7 | 2 | -5 | 1 | 8
42 | Cc1c(C(=O)Nc2cccc(F)c2)cnn1-c1ccccc1 | 10 | 2.6 | 7 | 2 | 0 | -11 | -9 | 12 | -2
43 | COc1ccc(S(=O)(=O)N2CCOCC2)cc1NC(=O)CCCSc1ccccc1 | 4 | -2.4 | -1 | -16 | -13 | -4 | 4 | 3 | 8
44 | COC(=O)c1sccc1NC(=O)C1C2C=CC(C2)C1C(=O)O (stereo not drawn) | 7 | 0.8 | -4 | 4 | -5 | 2 | 5 | 1 | 7
45 | CCN(CC)CCCNC(=S)N1CCN(c2nc3ccccc3n2CC)CC1 | 21 | -0.5 | -13 | 5 | -13 | -7 | -4 | 0 | 0
46 | Cc1ccc(CN2CCNC(=O)C2CC(=O)NCc2cc(C)n(C)n2)cc1 (stereo not drawn) | 26 | 3.6 | 0 | 10 | -8 | -9 | -4 | 0 | 6
47 | CC(=O)c1cccc(-c2ccc(CN3C(CC(C)C)C(=O)N(Cc4cn(CC5CCCCC5)nn4)CCS3(=O)=O)cc2)c1 (stereo not drawn) | 14 | 2.6 | 1 | 10 | 0 | -5 | -9 | 2 | 2
48 | CCN1CCN(C(=O)c2ccc3c(c2)S(=O)(=O)c2ccccc2C3=O)CC1 | 1 | 1.3 | -2 | 0 | 0 | 3 | -1 | 1 | 5
49 | CC(=O)c1ccc(NC(=O)NC2CC(=O)N(c3ccc4c(c3)OCCO4)C2)cc1 (stereo not drawn) | 7 | -1.7 | 1 | -5 | -8 | -2 | 2 | 0 | 1
50 | Cc1cc(C)c(S(=O)(=O)Cc2ccccc2)c(=O)[nH]1 | -11 | 11 | 1 | 1 | 4 | 3 | -2 | 1 | 9
51 | CC(=O)c1cccc(CN2CCC(CO)(CCOc3ccccc3)CC2)c1 | 7 | 0.6 | -15 | 9 | -4 | -2 | -4 | 0 | -1
52 | CC(/C=C/c1ccco1)=N/NC(=O)Cc1cccs1 | 0 | 2.7 | -1 | -3 | 4 | 3 | 0 | 1 | -1

Shown with two lines to a compound: entries from further up.
Each structure is followed by: CHRM5 antagonist | CRFR2-BP ag | CHRM5 agonist | M4 antag | M1 antag | CHRM5 PAM | M4 PAM | CHRM4 agonist | CHRM1 PAM
46: Cc1ccc(CN2CCNC(=O)C2CC(=O)NCc2cc(C)n(C)n2)cc1 (stereo not drawn)
  26 | 3.6 | 0 | 10 | -8 | -9 | -4 | 0 | 6
50: Cc1cc(C)c(S(=O)(=O)Cc2ccccc2)c(=O)[nH]1
  -11 | 11 | 1 | 1 | 4 | 3 | -2 | 1 | 9
49: CC(=O)c1ccc(NC(=O)NC2CC(=O)N(c3ccc4c(c3)OCCO4)C2)cc1 (stereo not drawn)
  7 | -1.7 | 1 | -5 | -8 | -2 | 2 | 0 | 1
